PTHR1 agonist: qHTS for PTHR1 Agonists: Primary Screen. Parathyroid hormone/parathyroid hormone-related peptide receptor (Homo sapiens), Q03431. HEK293 GP2 PTHR1 cells, GloSensor cAMP luminescence, 1 h. Potency, µM (series often up to 115 µM), inactives show top-dose activation, actives largely listed as activators. 410,000 tested, 0.075% active; further: potency means the concentration at half of the fitted maximal effect; nearly all actives have a fitted effect of over 55% in size; some results filed as inactive show a strong effect at the top dose; inactives centre near -15; many of its hits are not listed in these tables
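HEK-293-derived GP2 cells expressing PTHR1 and a GloSensor cAMP reporter, 3,000/well, plated overnight, given luciferin plus IBMX (each 0.5 mM as added) for 1 h at 37 °C, then compound for 1 h at 37 °C. Luminescence was read after 15 min at room temperature.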
IL2 activator: qHTS of IL-2 Activators | IL-2 activation reporter assay, cell-based qHTS; stimulated with anti-CD3/CD4/CD28 beads; in transgenic mouse T cells | activation, % (series mostly up to about 46 µM) | 360,000 tested, 0.065% active; in the data active means activation above about 50%; inconclusive means mostly about 30% to 49%; further: 0% is about no effect
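Unstimulated transgenic mouse T cells, 750 per well, received compound and, after 60 minutes, anti-CD3/anti-CD4 bead plus anti-CD28 stimulation. EGFP and DsRed were quantified after 18 hours.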
EPAC1 agonist: qHTS for Agonist of cAMP-regulated guanine nucleotide exchange factor 3 (EPAC1): primary screen. AID 720707, 2013. Potency, µM (top dose mostly 154 µM), for inactives: top-dose activation, most hits filed as activators. EPAC1 agonist qHTS, biochemical assay; response scale: 100% = response to 6.5 mM cAMP. Rap guanine nucleotide exchange factor 3 (Homo sapiens), O95398. 360,000 tested, 0.073% active; further: potency means the concentration at half of the fitted maximal effect; nearly all actives have a fitted effect of over 60% in size
Target sequence (O95398 whole entry, looked up): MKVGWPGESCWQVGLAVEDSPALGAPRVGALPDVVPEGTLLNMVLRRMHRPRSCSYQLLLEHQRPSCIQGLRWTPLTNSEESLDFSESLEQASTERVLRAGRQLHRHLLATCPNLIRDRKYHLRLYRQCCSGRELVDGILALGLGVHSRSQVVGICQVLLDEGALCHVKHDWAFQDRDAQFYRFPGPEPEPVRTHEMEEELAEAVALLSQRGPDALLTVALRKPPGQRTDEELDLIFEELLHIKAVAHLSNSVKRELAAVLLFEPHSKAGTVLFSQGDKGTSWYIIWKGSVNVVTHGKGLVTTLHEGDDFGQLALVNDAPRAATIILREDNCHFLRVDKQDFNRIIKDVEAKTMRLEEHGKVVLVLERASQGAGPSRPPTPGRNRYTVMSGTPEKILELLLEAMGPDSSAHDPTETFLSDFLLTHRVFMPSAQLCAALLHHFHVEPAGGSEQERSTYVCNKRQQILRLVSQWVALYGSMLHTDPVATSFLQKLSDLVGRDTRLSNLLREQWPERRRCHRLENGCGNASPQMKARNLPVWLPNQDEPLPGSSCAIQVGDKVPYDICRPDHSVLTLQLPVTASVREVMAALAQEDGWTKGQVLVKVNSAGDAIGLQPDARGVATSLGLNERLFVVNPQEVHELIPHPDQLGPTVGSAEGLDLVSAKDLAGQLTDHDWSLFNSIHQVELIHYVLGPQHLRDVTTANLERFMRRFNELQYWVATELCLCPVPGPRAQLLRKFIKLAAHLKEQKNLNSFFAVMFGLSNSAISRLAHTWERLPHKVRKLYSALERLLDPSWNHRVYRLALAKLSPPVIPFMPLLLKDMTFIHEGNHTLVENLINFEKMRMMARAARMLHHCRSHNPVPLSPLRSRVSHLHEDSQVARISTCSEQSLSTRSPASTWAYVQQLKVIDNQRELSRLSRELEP
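EPAC1 100 nM, Rap1B–BODIPY-GDP 250 nM, unlabeled GDP 50 uM; compound titration; 5 min RT; kinetic read ex480/em540 at 5-min intervals ×30 min; data normalized to 6.5 mM cAMP agonist control.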
EPAC1 antag: qHTS for Antagonist of cAMP-regulated guanine nucleotide exchange factor 3 (EPAC1): primary screen. EPAC1 GEF assay, Rap1b-BODIPY-GDP exchange fluorescence. Potency, µM (highest dose often 115 µM), without a hit: at the highest dose activity change, negative = inhibition, most hits filed as inhibitors. 360,000 tested, 0.14% active. AID 720709, 2013;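 further: potency means the concentration at half of the fitted maximal effect; plate controls were vehicle for no effect and positive control for full effect; nearly all actives have a fitted effect of over 50% in size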
GLP-1R inv ag: qHTS of GLP-1 Receptor Inverse Agonists (Inhibition Mode); Glucagon-like peptide 1 receptor (Homo sapiens), P43220; HEK293 GLP-1R CRE-luciferase, luminescence, 24 h; GLP-1R form is constitutively active; Potency, µM (series often up to 38.3 µM), inactives show at the highest dose activity change, negative = inhibition, usual class: inhibitors; 410,000 tested, 1.6% active; AID 624417, 2012; further: potency means the concentration at half of the fitted maximal effect; on the % scale 0 is the no-effect control and ±100 the full control effect; nearly all actives have a fitted effect of over 55% in size
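Inverse agonism was detected as reduced cAMP-driven luciferase luminescence after 24 h compound treatment. The cells were HEK293 clones expressing constitutively active human GLP-1R with the reporter. Reporter-only and GPR119 cell lines served as counterscreen controls.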
HEK293 tox: qHTS of GLP-1 Receptor Inverse Agonists: Cytotox Screen | HEK293 cAMP-luciferase reporter cells, luminescence, 24 h | Potency, µM (titrated, usually from 38.3 µM), for the others: at the highest dose activity change, negative = inhibition, hits mostly inhibitors | 410,000 tested, 0.13% active | AID 624418, 2012;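 further: loss of luciferase light is scored as toxicity; potency means the concentration at half of the fitted maximal effect; on the % scale 0 is the no-effect control and ±100 the full control effect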
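MLSMR compounds, 24 hr on cells at 37 deg C/5% CO2; luminescence after luciferase reagent (12 min RT). Inhibition counted as the undesired cytotoxic outcome.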
GLP1R ag: qHTS of GLP-1 Receptor Agonists. 380,000 tested, 0.007% active. Potency, µM (titrated, usually from 45.6 µM), for the others: at the highest dose activation, hits mostly activators. Glucagon-like peptide 1 receptor (Homo sapiens), P43220. HEK293 GLP-1R CRE-luciferase, luminescence, 4-6 h; cells express a hypersensitive GLP-1R form; further: potency means the concentration at half of the fitted maximal effect; % of control where 0% means no effect
PI5P4K alpha inh: qHTS for Inhibitors of phosphatidylinositol 5-phosphate 4-kinase (PI5P4K). 330,000 tested, 1.2% active. max response, %. PI5P4Kalpha enzyme, ADP-Glo luminescence, 60 min; stronger effect = lower value; active means max response of -50% or lower; inconclusive means between -30% and -50%; inactive means -30% or higher; further: value at the top dose of about 77 µM; on the % scale 0 is the no-effect control and ±100 the full control effect
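qHTS, 1536-well: enzyme/substrate mix, compound by pin tool, 5 microM ATP final; RT 60 min; ADP-Glo reagents 1 (45 min) then 2 (30 min); luminescence.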
PLK1 PBD inh: qHTS for Inhibitors of PLK1-PDB (polo-like kinase 1 - polo-box domain): Primary Screen; Serine/threonine-protein kinase PLK1 (Homo sapiens), P53350; Plk1 PBD binding of FITC phosphopeptide, fluorescence polarization; Potency, µM, inactives show max response, negative = inhibition, hits mostly inhibitors; 360,000 tested, 2.8% active; further: potency means the concentration at half of the fitted maximal effect; series mostly up to about 57 µM; on the % scale 0 is the no-effect control and ±100 the full control effect; nearly all actives have a fitted effect of over 65% in size
* marks the source's active call; other numbers are inactive results; i = inactive; ? = inconclusive; . = no result given; [ ] = remark or other dose. Unless noted, the call rests on the fitted dose curve; in most records, active means well fitted curve in the direction sought with a large enough effect; inconclusive means small, poorly fitted or top-dose-only effect, or another doubt; inactive means no such curve, though single readings can be large; an effect the other way counts as inactive or inconclusive. A portion of the library; count on the stated rates, not on these rows.

| structure | PTHR1 agonist | IL2 activator | EPAC1 agonist | EPAC1 antag | GLP-1R inv ag | HEK293 tox | GLP1R ag | PI5P4K alpha inh | PLK1 PBD inh |
| --- | --- | --- | --- | --- | --- | --- | --- | --- | --- |
| Cc1cc(Br)cn2c(Cc3ccsc3)c(-c3ccco3)nc12 | -45%[inhibitor] | -0.8 | -3% | ? | ? | -18% | -3% | -90* | 24µM* |
| Cc1cc2nc(-c3cccc(Br)c3)c(Cc3cccc(Cl)c3)n2c(C)c1Br | i | -0.6 | 10% | -2% | -14% | -2% | 0% | 4 | -14% |
| O=S1(=O)N=C2CCCCCN2C(c2ccc(Cl)cc2)N1 (stereo not drawn) | 0% | 1.7 | 9% | -12% | 1% | 2% | 2% | 4 | 0% |
| CCCCN(C(=O)C1CCN(C(=O)c2ccccc2C)CC1)c1c(N)n(CCCC)c(=O)[nH]c1=O | -20% | 0.1 | -9% | 1% | 21% | 8% | 6% | 1 | 8% |
| Nc1cccc2c1C(=O)N(c1ccccc1)C2=O | -3% | -2.6 | 15% | 9% | 2% | 450%[activator] | -1% | 5 | ? |
| CS(=O)(=O)NCCSCc1c(Cl)cccc1Cl | -18%[57.5 µM] | -0.2 | 6% | -5% | 0% | -5% | 7% | . | -9% |
| Cc1ccc(C)c(OCC(=O)Nc2nonc2NC(=O)COc2cc(C)ccc2C)c1 | -31% | -3.4 | 0% | -2% | ? | -25% | -6% | . | -16% |
| O=C(NC1CC2CCCC(C1)N2Cc1ccccc1)c1cccc(F)c1 (stereo not drawn) | i | -0.2 | 7% | 11% | 6% | 3% | -4% | -3 | -8% |
| CCSc1nnc(NC(=O)CSc2nccn2-c2cccc(C)c2)s1 | -17% | 0.8 | 3% | -2% | -23% | -2% | -6% | 1 | -4% |
| CCOC(=O)c1[nH]cnc1C(=O)Nc1ccccn1 | 4%[57.5 µM] | -0.5 | 3% | 3% | 7% | -5% | 1% | . | -9% |
| CCSC1=C(C#N)C2(CCCC2)C(C#N)=C(N)N1 | i | -3.8 | -9% | -25% | 25% | 26% | 26% | -57* | 3µM* |
| Cc1cccc(NC(=S)NC2CC3CCCC(C2)N3Cc2cccs2)c1 (stereo not drawn) | i | -0.3 | 14% | 3% | ? | ? | -4% | . | -10% |
| CN(C)Cc1cccc([N+](=O)[O-])c1O | i | 1.7 | 3% | -7% | 16% | -5% | 3% | 1 | -7% |
| CCOC(=O)c1ccccc1NC(=O)c1ccc2c(Cl)c3c(nc2c1)CCC3 | -9% | . | . | . | -8% | 0% | 1% | . | . |
| O=C(Cc1ccccc1[N+](=O)[O-])OCC(=O)c1c[nH]c2ccccc12 | i | -0.1 | -2% | -29% | ? | 14% | 15% | 4 | -12% |
| COc1ccc(S(=O)(=O)NCc2ccncc2)cc1NC(=O)c1ccccc1F | -6% | -0.1 | -2% | -8% | 18% | 5% | -1% | 1 | -1% |
| Nc1nnnn1/N=C/C(Br)=C/c1ccccc1 | -13% | -0.1 | -14% | ? | ? | ? | -35%[inhibitor] | 0 | -15% |
| COc1ccccc1NC(=O)CC1C(=O)NCCN1C(=O)Nc1ccc(Cl)c(Cl)c1 (stereo not drawn) | i | -4.4 | 1% | -2% | ? | -19% | -4% | 30 | -4% |
| CCOC(=O)N1CCN(C(=S)NC(=O)C2CCCC2)CC1 | i | -0.6 | 8% | -11% | -1% | 6% | 3% | 3 | -11% |
| O=C(NCc1ccco1)Oc1ccccc1 | i | 0.5 | 0% | 11% | 0% | -1% | -16% | . | -21% |
| O=C(COc1ccc(F)cc1Br)N1CCN(c2ncccn2)CC1 | i | -0.3 | -8% | -3% | 5% | -2% | 18% | 2 | -2% |
| Cc1ccc(NC(=O)c2ccccc2SCC(=O)N2CCCC2)cc1S(=O)(=O)N(C)C | i | -2.0 | -5% | 3% | 15% | -20% | 13% | -3 | -9% |
| C[C@@H]1CN([C@H](C)CO)C(=O)CCCn2nncc2CO[C@@H]1CN(C)C(=O)Nc1ccc(N2CCN(C)CC2)cc1 | -2% | -0.8 | -6% | -24% | 2% | 5% | -2% | 1 | -20% |
| CC(c1ccccc1)C1OCC(C[N+]2(C)CCCCC2)O1 (stereo not drawn) | -22% | 1.5 | 12% | 2% | -21% | 14% | 0% | 3 | -27% |
| Cc1ccc(/C=C2\Oc3cc(OC(=O)N4CCOCC4)ccc3C2=O)cc1 | i | -3.1 | -1% | -5% | -4% | -1% | 2% | -6 | 2% |
| CCN(Cc1cn2cccnc2n1)C1CCCCC1 | i | 0.1 | -3% | -2% | 0% | -15% | 14% | 3 | -3% |
| C=CCn1c(CNc2ccccc2)nnc1SCC(=O)N/N=C/c1ccc(O)cc1O | -25% | 0.8 | -3% | -8% | ? | -21% | -22% | -5 | 27µM* |
| C=CC[C@H](CC(=O)N(CCO)Cc1ccccc1)C(=O)NCCOC(=O)[C@H](CC=C)CC(=O)OC(C)(C)C | i | -0.5 | -13% | -2% | -17% | 0% | 7% | 10 | -11% |
| CN(C(=O)c1cccc(S(=O)(=O)NCc2ccccc2)c1)C1CCCCC1 | -1% | 0.3 | 6% | 3% | -26% | 13% | 0% | 5 | -10% |
| CCc1nc(C(N)=O)c2[nH]c(=O)n(-c3ccccc3F)c2n1 | -22% | 2.0 | -6% | 10% | 60%[activator] | 20% | -2% | -2 | 5% |
| CCCn1c(O)c2ccc(C(=O)N=NC(=O)c3cccnc3)cc2c1O | -21%[57.5 µM] | 0.3 | 4% | 0% | 5% | 2% | -8% | 1 | -7% |
| CCC(=O)N1CCN(c2nc3ccc(Br)cc3s2)CC1 | -37%[inhibitor] | 0.2 | -18% | -6% | 0% | -4% | 10% | 3 | 3% |
| COC(=O)C1=C(C(=O)OC)[C@@H]2N(Cc3ccccc3)c3ccccc3[C@@]23C[C@@H](C(=O)OC)N(C(C)=O)C3=N1 | -9% | 0.1 | 2% | -2% | ? | -16% | 9% | -3 | -5% |
| O=C(Nc1ccc(Nc2ccccc2)cc1)N1CCOCC1 | -2%[57.5 µM] | -1.6 | -2% | 11% | 6% | -2% | 6% | . | -2% |
| COc1ccc(Cc2nnc(NC(=O)Cn3cnc4c3c(=O)n(C)c(=O)n4C)s2)cc1 | i | 0.9 | -6% | -10% | 14% | 7% | -8% | -5 | -23% |
| O=C(Nc1cccc(Cl)c1)Nc1nnc(CSCCOc2ccc(Cl)cc2)s1 | -28% | -3.6 | -12% | 2% | ? | -30% | -7% | 3 | -1% |
| CC1CCCCC1NC(=O)COC(=O)c1ccc(S(=O)(=O)NCc2ccco2)cc1 (stereo not drawn) | -7%[57.5 µM] | -2.6 | 4% | -2% | 1% | 1% | -7% | -24 | -11% |
| CCOC(=O)C1CCCN(C(=O)c2ccc([N+](=O)[O-])c(C)c2)C1 (stereo not drawn) | -13% | -0.4 | 2% | -28% | 9% | 42%[activator] | 2% | 5 | -5% |
| Cc1cc(NS(=O)(=O)c2ccc(NC(=O)c3ccc(Cl)nc3)cc2)nc(C)n1 | -15% | -2.1 | -6% | -10% | 8% | 1% | 4% | -1 | -8% |
| CC(=O)Nc1ccc(C(=O)CSc2nnc(-c3ccccc3F)n2CCc2ccccc2)cc1 | -16% | -0.6 | -4% | -15% | -23% | -10% | 9% | -13 | -6% |

Remaining list, next part
structure,PTHR1 agonist,IL2 activator,EPAC1 agonist,EPAC1 antag,GLP-1R inv ag,HEK293 tox,GLP1R ag,PI5P4K alpha inh,PLK1 PBD inh
COC(CNC(=O)c1ccc2c3c(onc13)-c1ccccc1C2=O)OC,i,-6.1,56µM*,?,?,?,-8%,-29,3.4µM*
NC(=O)CNc1n[nH]c(=S)[nH]c1=O,25%,0.6,-4%,-12%,12%,-15%,11%,3,-11%
CCc1ccc2c(c1)[C@]1(C(=O)N2)[C@@H]2C(=O)N(Cc3ccccc3)C(=O)[C@@H]2[C@@H]2CCCN21,-10%[57.5 µM],-0.9,1%,-9%,0%,-6%,13%,-17,2%
Nn1c(SCC(=O)Nc2ccc(N3CCOCC3)cc2)nnc1-c1cccc(F)c1,25%,0.0,-2%,22%,25%,-5%,-3%,-9,-8%
CC(C)COP(=O)(OCC(C)C)C(O)c1ccc(F)cc1 (stereo not drawn),i,-0.7,-11%,1%,-15%,-14%,0%,1,-1%
Cc1cc(NC(=O)CSCC(=O)N(c2cccc(Cl)c2)C(C(=O)NC2CCCCC2)c2ccc(O)c(O)c2)no1 (stereo not drawn),-8%,0.3,-2%,?,1%,19%,0%,-7,-19%

Full records as entered above. Values in the order: PTHR1 agonist	IL2 activator	EPAC1 agonist	EPAC1 antag	GLP-1R inv ag	HEK293 tox	GLP1R ag	PI5P4K alpha inh	PLK1 PBD inh
`Cc1cc(NC(=O)CSCC(=O)N(c2cccc(Cl)c2)C(C(=O)NC2CCCCC2)c2ccc(O)c(O)c2)no1` (stereo not drawn) across the screens: -8%	0.3	-2%	?	1%	19%	0%	-7	-19%
`CC(C)COP(=O)(OCC(C)C)C(O)c1ccc(F)cc1` (stereo not drawn) across the screens: i	-0.7	-11%	1%	-15%	-14%	0%	1	-1%
`NC(=O)CNc1n[nH]c(=S)[nH]c1=O` across the screens: 25%	0.6	-4%	-12%	12%	-15%	11%	3	-11%
`Nn1c(SCC(=O)Nc2ccc(N3CCOCC3)cc2)nnc1-c1cccc(F)c1` across the screens: 25%	0.0	-2%	22%	25%	-5%	-3%	-9	-8%

Bioassay records as filed in PubChem.
